STK33 inh – inhibitors of purified STK33 kinase, primary screen, biochemical, ADP-Glo luminescence, homogeneous, cell-free; Serine/threonine-protein kinase 33 (Homo sapiens), Q9BYT3; MBP phosphorylation; inhibition, % at 10 µM; 320,000 compounds, 0.073% hits; AID 2661, 2010;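 active = inhibition at or above 25%, using the most active replicate where run in duplicate; inactive = inhibition below 25%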
Target sequence (Q9BYT3 whole entry, looked up): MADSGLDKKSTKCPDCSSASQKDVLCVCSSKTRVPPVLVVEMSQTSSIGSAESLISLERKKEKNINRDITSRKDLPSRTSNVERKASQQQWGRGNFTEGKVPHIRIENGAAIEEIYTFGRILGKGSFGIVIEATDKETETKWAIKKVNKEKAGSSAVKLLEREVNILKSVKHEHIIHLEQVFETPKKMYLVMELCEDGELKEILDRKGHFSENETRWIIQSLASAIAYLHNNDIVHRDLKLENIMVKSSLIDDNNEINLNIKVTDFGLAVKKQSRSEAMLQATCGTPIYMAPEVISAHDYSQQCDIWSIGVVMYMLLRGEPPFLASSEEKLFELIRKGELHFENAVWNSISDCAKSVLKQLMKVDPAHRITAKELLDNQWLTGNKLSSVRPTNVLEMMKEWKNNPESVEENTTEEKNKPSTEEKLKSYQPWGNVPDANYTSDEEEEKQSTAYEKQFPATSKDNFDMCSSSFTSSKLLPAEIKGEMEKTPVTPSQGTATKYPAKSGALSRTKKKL
OX1R antag-1 – OX1R (HCRTR1) antagonists, primary screen, fluorescence, CHO/OX1R cells, Fluo-8 calcium, orexin A; inhibition, % at 5 µM; Orexin/Hypocretin receptor type 1 (Homo sapiens), O43613; 330,000 compounds, 0.43% hits; AID 434989, 2010; Fluo-8 calcium fluorescence;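 active = inhibition above its plate's threshold, mean inhibition of all tested compounds on the plate plus 3 SD, cut at about 37% in these data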;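 also: 0% = orexin A challenge wells and 100% = SB-334867-A antagonist wells; not every result past the cut was called active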
Target sequence (O43613 whole entry, looked up): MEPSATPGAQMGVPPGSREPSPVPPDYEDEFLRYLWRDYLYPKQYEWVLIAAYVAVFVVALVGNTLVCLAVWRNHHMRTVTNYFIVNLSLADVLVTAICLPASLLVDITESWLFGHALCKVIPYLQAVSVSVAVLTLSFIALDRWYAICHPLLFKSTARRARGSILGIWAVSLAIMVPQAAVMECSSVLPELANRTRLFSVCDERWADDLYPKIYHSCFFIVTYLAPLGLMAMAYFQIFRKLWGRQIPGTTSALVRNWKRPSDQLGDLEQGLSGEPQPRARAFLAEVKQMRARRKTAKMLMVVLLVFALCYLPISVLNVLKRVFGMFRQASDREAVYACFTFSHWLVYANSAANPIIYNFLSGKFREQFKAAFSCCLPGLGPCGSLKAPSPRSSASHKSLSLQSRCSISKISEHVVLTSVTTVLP
OX1R antag-2 – antagonists of human orexin 1 receptor (OX1R); Orexin/Hypocretin receptor type 1 (Homo sapiens), O43613; AID 485270, 2010; inhibition, % at 6.6 µM; OX1R-expressing cells, FRET antagonist read-out; 330,000 compounds, 1.8% hits; in the data active = inhibition mostly above about 38%, no sharp cut-off; inactive = mostly below about 40%;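 also: 0% = agonist challenge alone and 100% = reference antagonist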
Active calls of the source: *; nt = no result given.

Preview:
SMILES	STK33 inh	OX1R antag-1	OX1R antag-2
CCn1c(SCC(=O)N2CCCCC2)nc(O)cc1=O	-1.7	-4	10
C=CCN(C#N)c1nc(OC)nc(N2CCCC2)n1	-1.6	-20	6
CCn1cc([N+](=O)[O-])c(C(=O)NCc2ccc(Cl)cc2)n1	-1.0	-14	17

Main list, previewed entries included:
SMILES	STK33 inh	OX1R antag-1	OX1R antag-2
CCn1c(SCC(=O)N2CCCCC2)nc(O)cc1=O	-1.7	-4	10
C=CCN(C#N)c1nc(OC)nc(N2CCCC2)n1	-1.6	-20	6
CCn1cc([N+](=O)[O-])c(C(=O)NCc2ccc(Cl)cc2)n1	-1.0	-14	17
COc1ccc(CNC(=O)C/C(C)=N/NC(=O)c2ccc(OC)cc2OC)cc1	11	-27	24
O=C(Nc1cccc(Cl)c1)c1nc[nH]c1C(=O)NCCCCNC(=O)c1[nH]cnc1C(=O)Nc1cccc(Cl)c1	-1.4	-14	3
CCCCCCCCNCCS(=O)(=O)NN1CCOCC1	nt	-16	4
CCOCCCn1c(=S)[nH]c2cc(C(=O)N3CCN(C4CCCCC4)CC3)ccc2c1=O	0.5	-33	13
CCOC(=O)c1ccc(CC2S/C(=C(\C#N)C(C)=O)NC2=O)cc1 (configuration not stated)	-2.4	-13	41
Clc1ccc2c(NNc3ccccc3Cl)ccnc2c1	0.0	-9	11
O=C(Nc1cccc(-c2nc3ccccc3[nH]2)c1)c1ccco1	9.7	24	73*
COc1ccc(/C=C2\SC(=S)N(CCC(=O)Nc3ccccc3C(=O)O)C2=O)cc1	0.1	14	-6
Cc1cc(C)n(-c2cc(Oc3ccccc3)ncn2)n1	-1.4	-14	26
COC(=O)c1cc(NC(=O)CN2C(=O)C(=O)N(C3CCCC3)C2=O)cc(C(=O)OC)c1	-2.1	17	2
O=C(c1cccc(Br)c1)N1CCN(S(=O)(=O)N2CCOCC2)CC1	0.1	-14	-9
O=C(Nc1ccon1)Nc1ccc(F)cc1F	0.0	-4	7
Cc1ccc(C)c(N2CCN(C(=O)C3CCN(c4nc(C)cc(C)n4)CC3)CC2)c1	-1.6	-36	11
COc1cccc(-c2c(C#N)c(SC)nc3cc(C)nn23)c1	0.8	-14	11
COc1cccc(C(=O)CC(=O)C(=O)Nc2cc(OC)ccc2OC)c1	0.3	-2	9
CCN(CC)c1ccc(C(=O)OCC(=O)Nc2ccc3[nH]c(=O)[nH]c3c2)cc1	0.3	-6	21
CN(c1ccc(C(=O)Nc2ccccc2C(=O)N2CCCC2)cc1)S(C)(=O)=O	0.8	-7	19
CCOc1ccccc1CNC(=O)CCCC(=O)n1nc(C)c2ccccc21	-0.6	-26	11
COc1ccccc1C(=O)NCC(=O)Nc1ccccc1	-0.4	-8	25
CCC(=O)N(Cc1cc2ccc(C)cc2[nH]c1=O)c1ccccc1OC	1.2	-18	12
CCCC12CN3CC(C)(CN(C1)C31C(=O)Nc3ccc(C)cc31)C2=O (configuration not stated)	-0.1	-4	10
CCOC(=O)N1CCN(CC(O)COc2ccccc2C(C)C)CC1 (configuration not stated)	-0.7	-24	11
Cc1nn(Cc2c(F)c(F)c(F)c(F)c2F)c(C)c1NC(=O)c1c(-c2ccccc2)nn(-c2ccccc2)c1C	-0.4	-30	-2
Cc1ccc(O)c(NC(=O)c2ccc3c(c2)C(=O)N(Cc2ccco2)C3=O)c1	-0.6	-5	19
CC1(C)Cc2c(C#N)c(SCCOc3ccccc3)nc(N3CCOCC3)c2CO1	-1.4	-26	43
Cc1cccc(C)c1NC(=O)COc1cccc(/C=N/NC(=O)C(=O)NCc2ccccc2)c1	0.6	-9	12
COc1ccc(OC)c(NC(=O)CCCC(=O)NC2CCCCC2)c1	-1.1	-13	2
CCOC(=S)SCC(=O)Nc1nc(C)c(C)s1	0.7	-13	7
COc1cc(CC(NC(C)=O)C(=O)NC2CCN(C(=O)Nc3ccccc3C)CC2)cc(OC)c1 (configuration not stated)	3.9	-2	15
CC(=O)c1cnc2nc(SCc3cccc(C)c3)nn2c1C	-1.0	-13	10
COc1ccc(S(=O)(=O)N2CCOCC2)cc1NC(=O)Cc1c(Cl)cccc1Cl	-1.1	-23	22
CCN(CC)c1ccc(N=Cc2c(C)[nH]c3ccccc23)cc1	3.8	-19	9
O=C(NCc1ccccc1)C1CCC(=O)N(CC2CCCCC2)C1 (configuration not stated)	-1.9	-16	0
CCCSc1nc2c(cnn2-c2ccc(C)c(C)c2)c(=O)[nH]1	0.0	-19	11
O=C(NC(=O)c1ccccc1)Nc1cccc(S(=O)(=O)N2CCCCC2)c1	0.0	-18	3
O=C1C(=O)N(Cc2ccccc2)C(=O)N1CCN1C(=O)c2ccccc2C1=O	1.3	-30	19
c1ccc(-n2nnnc2SCCCSc2nc3ccccc3s2)cc1	-1.0	4	38
COc1cccc(C2=NOC(C(=O)NCc3ccco3)C2)c1 (configuration not stated)	-1.5	-11	7
COc1ccccc1Nc1nc(NCC(C)C)nc(N)c1[N+](=O)[O-]	1.0	-41	16
O=C(c1ccccc1)c1cc([N+](=O)[O-])ccc1N1CCCC1	-1.5	-20	13
Cc1cc2ncn(-c3ncccc3[N+](=O)[O-])c2cc1C	-0.1	-9	18
Cc1cccc(C)c1NC(=S)N(Cc1ccccc1)Cc1cccnc1	nt	-27	29
COC(=O)c1cc(=O)nc2sccn12	-1.3	-16	23
O=C(C1CCN(S(=O)(=O)N2CCC3(CC2)OCCO3)CC1)N1CCc2ccccc2C1	1.2	-8	16
COc1ccc([N+](=O)[O-])cc1N(CC(=O)Nc1ccccc1C(=O)N1CCCC1)S(C)(=O)=O	-0.9	5	8
Cc1cc(C)n(Cc2n[nH]c(=S)n2Cc2ccccc2)n1	-0.6	-15	9
Cc1ccc(S(=O)(=O)N2CCN(C(=O)CCC(=O)NCc3ccc(F)cc3)CC2)cc1	2.8	-21	15

Additional results.
SMILES	STK33 inh	OX1R antag-1	OX1R antag-2
CCCS(=O)(=O)Nc1cccc(-c2cn3c(n2)SCC3)c1	1.9	-13	10
COc1cccc(C(=O)NC2CCCN(C3Cc4ccccc4C3)C2)c1OC (configuration not stated)	-1.9	-20	0
CCc1cccc(CC)c1NC(=S)Nc1ccccc1	-1.6	-7	7
Cc1nnc(SCCN2C(=O)c3ccccc3C2=O)nc1C	-1.0	-11	27
CCCCCC(/C=N/Nc1ccc(S(=O)(=O)N2CCOCC2)cc1[N+](=O)[O-])=C\c1ccccc1	-2.2	-12	12
O=C(Nc1ccc2c(c1)OCCO2)c1cncc(Br)c1	-1.1	-19	23
Cc1nn(C)c(C)c1NC(=O)c1ccc(Br)o1	-1.4	-13	22
COc1ccc2c(c1)[nH]c1c(=O)n(CCCN3CCOCC3)cnc12	1.3	-2	8
O=C(c1ccccc1)c1ccc(COC(=O)c2cnccn2)cc1	-1.0	-6	17
Cc1ccc(NC(=O)c2cc(N3C(=O)C4CC=CCC4C3=O)ccc2N2CCOCC2)cc1Cl (configuration not stated)	-0.6	-11	20
Cc1ccc(C(=O)NNC(=O)c2ccccc2-n2cccc2)cc1	-0.5	-14	13
O=C(N[C@@H](Cc1c[nH]c2ccccc12)C(=O)O)c1ccc(Cl)cc1	-2.9	-1	1
Cc1ccc(NC(=O)CC2C(=O)NCCN2C(=S)Nc2ccccc2)c(C)c1 (configuration not stated)	-0.9	4	21
CCOC(=O)c1sc(NC(=O)c2ccoc2C)c(C(N)=O)c1C	1.4	-18	31
COc1cc(/C(C)=N/N2CCN(c3ccccc3OC)CC2)ccc1O	-0.5	-11	1
COc1ccc(C)cc1NC(=O)CN1C(=O)CSc2ccc(S(=O)(=O)N3CCCC3)cc21	0.3	-20	14
CCOC(=O)C(=O)Nc1ccc(F)cc1	-0.6	-4	24
CCCNC(=O)CCn1nc(-c2ccc(C)cc2)c2ccccc2c1=O	0.0	-20	21
O=C(COc1ccc(F)cc1)NCC1CCCO1 (configuration not stated)	-0.4	-5	9
O=C(CSc1nnc2ccc(-c3ccc(F)cc3)nn12)N1CCOCC1	-1.8	-15	28
Cc1ccccc1S(=O)(=O)Cc1ccc(C(=O)N2CCN(c3cccc(C)c3C)CC2)o1	0.8	3	17
O=C(NCCCNC(=O)c1ccccc1)c1ccccc1	-1.1	-4	18
CC(=O)Oc1ccc(OC(C)=O)c2c1CC(C)=C(C)C2	-0.8	-13	18
CCCCCOC(=O)CCN1C(=O)/C(=C2\SC(=S)N(CCC(=O)OCCCCC)C2=O)SC1=S	-1.0	-4	2
COc1cccc2c1OCC(C(=O)Nc1nccs1)=C2	2.5	-17	12
CSc1ccc(CN2CCN(C(=O)CC(C)C)CC2)cc1	-1.7	-9	18
O=C(c1cc2ccccc2oc1=O)N1CCCC1	-1.8	-17	24
C/C=C\C(=O)Nc1cccc(C2=NOC3(C2)C[C@@H](C(N)=O)N(C(=O)COc2ccc(Cl)cc2)C3)c1 (some centres not stated)	3.1	-12	2
CCOC(=O)c1sc2ncc([N+](=O)[O-])cc2c1N	-3.6	6	27
CCOCCCNC(=O)CN1C(=O)c2ccccc2Sc2ncccc21	-0.5	1	-10
CC(OC(=O)c1cc2sccc2n1C)C(=O)NCCc1ccccc1 (configuration not stated)	0.9	-35	18
Fc1cc(F)cc(NC(=S)Nc2ccccc2N2CCOCC2)c1	-1.9	-19	3
CC1(C)[C@H]2CC=C(CN3CCC(N4CCC(C(=O)N5CCCC5)CC4)CC3)[C@@H]1C2	-1.3	-13	11
CN(C)CCCN(C(=O)c1ccc(S(=O)(=O)N2CCOCC2)cc1)c1nc2cc3c(cc2s1)OCO3	-0.9	-9	10
Cc1ccc(C)c(NC(=O)c2cc([N+](=O)[O-])cc([N+](=O)[O-])c2)c1	-1.4	-17	80*
O=C(O)c1ccc(S(=O)(=O)Nc2ccc(F)c(Cl)c2)cc1	-3.4	-9	13
COc1ccccc1N1CCN(C(=O)c2ccc3c(=O)n(Cc4ccc5c(c4)OCO5)c(=O)[nH]c3c2)CC1	-0.1	4	6
O=C(CSc1ncn[nH]1)N(C1CCCCC1)C1CCCCC1	-2.1	20	14
COc1ccc(OC)c(S(=O)(=O)N2CCc3ccccc3C2)c1	-1.3	-19	24
COc1ccccc1-c1sc2cc3c(cc2c1-c1ccc(OCCN2CCCCC2)cc1)OCO3	-1.9	12	-5
COc1ccc(CCNC2=NCCS2)cc1	-0.4	-1	7
CC(C)c1ccc(S(=O)(=O)N2CCN(C(=O)c3ccco3)CC2)cc1	0.1	-8	22
CCOC(=O)c1oc2ccccc2c1NC(=O)CN1CCOCC1	-0.2	-22	37
COC(=O)CCC(=O)OC1(C)C(=O)C=C2C=C(C3CC3)N(C(CO)CO)C=C2C1=O (configuration not stated)	-0.3	9	33
CCCCn1c(NCc2ccccc2O)nc2ccccc21	0.1	-12	2
CCOc1ccc(C(=O)CN2CCN(S(=O)(=O)c3ccc(F)cc3)CC2)cc1	-0.3	-25	8
Cc1cc(NC(=O)CN2CCC(C)CC2)no1	-0.6	0	23
Cc1cc(C)nc(NC(=NCc2ccc3c(c2)OCO3)NC(=O)Nc2ccccc2)n1	-2.5	-30	15
Cc1ccc(N(CC(=O)NC2CCCCC2)C(=O)c2ccc(C)s2)cc1	-0.8	-21	7
COc1ccc(/C=N/NC(=O)c2ccc3c(c2)OCO3)cc1	-0.6	-15	2

Continued.
SMILES	STK33 inh	OX1R antag-1	OX1R antag-2
CN(C)/C=C/C(=O)c1ccc([N+](=O)[O-])c(CS(=O)(=O)c2ccccc2)c1	-0.1	-6	2
O=C(CSc1ccccc1)N1CCN(S(=O)(=O)c2ccccc2)CC1	-0.4	-11	5
O=C1/C(=C/c2ccccc2)Nc2ccccc21	-0.8	50*	10
COc1cccc(OC)c1C(=O)N1CC(C)OC(C)C1 (configuration not stated)	-0.8	4	7
COc1ccc(N=C2NC(=O)/C(=C/C=C/c3ccccc3)S2)cc1	-2.1	-18	22
O=C(Cc1ccccc1)NCCS(=O)(=O)N1CCN(c2cccc(Cl)c2)CC1	-1.0	-26	6
CCCCN(C(=O)c1ccc(N2CCCC2=O)cc1)c1c(N)n(CCCC)c(=O)[nH]c1=O	-0.3	-20	10
COc1cccc2c1OC1(C)CC2NC(=O)N1c1cccc(C(=O)N2CCN(c3ccccn3)CC2)c1 (configuration not stated)	0.2	-20	41
Cc1ccccc1C(=O)NNC(=O)c1ccc(Br)cc1	-1.4	-9	14
O=C1c2cccnc2Oc2ccc(Cl)cc2N1Cc1ccc(F)cc1	0.5	-8	29

3 structures out of the list, ordered by length of the SMILES, highest first:
SMILES	STK33 inh	OX1R antag-1	OX1R antag-2
Cc1nn(Cc2c(F)c(F)c(F)c(F)c2F)c(C)c1NC(=O)c1c(-c2ccccc2)nn(-c2ccccc2)c1C	-0.4	-30	-2
COc1cccc2c1OC1(C)CC2NC(=O)N1c1cccc(C(=O)N2CCN(c3ccccn3)CC2)c1 (configuration not stated)	0.2	-20	41
Cc1cc2ncn(-c3ncccc3[N+](=O)[O-])c2cc1C	-0.1	-9	18

(further entries)
SMILES	STK33 inh	OX1R antag-1	OX1R antag-2
O=S1(=O)C=CC(N2CCOCC2)C1 (configuration not stated)	0.2	-4	11
CN(C)S(=O)(=O)c1ccc(C(=O)NCCSc2ccc(Br)cc2)cc1	-0.9	-16	18
Cc1nc2ccc(S(=O)(=O)N(C)CC(=O)NC(C)c3ccccc3)cc2s1 (configuration not stated)	-0.5	-39	6
Cc1cc(C)c(C(=O)/C=C/c2ccc(C(C)C)cc2)c(=O)[nH]1	-1.3	-13	17
NCCCC[C@H]1CNC(=O)C(=O)N1CCc1cc(C(F)(F)F)cc(C(F)(F)F)c1	-0.2	-14	13
CC(=O)NCCCCCCNC(C)=O	-1.5	-13	14
